# esBAF inh: SWI/SNF esBAF complex inhibition; mouse ES cells, Bmi1-luciferase knock-in reporter, 24 h; 100% = twice the neutral-well signal; reporter increase, % at 12.5 µM; 350,000 compounds, 2% hits; AID 602393; in the data active = activation above about 40%;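 also: 0% = median of the plate's neutral control wells and 100% = double that signal; a rise in the Bmi1 reporter signal indicates esBAF inhibition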
# C2C12 statin: suppression of simvastatin myotoxicity | C2C12 myotubes + simvastatin, ATP luminescence, 48 h; scaled: DMSO 0, geranylgeraniol control 100 | rescue of ATP level, % at 7.49 µM | 330,000 compounds, 0.78% hits | AID 602340;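 active = mean ATP rescue above about 67%, or every replicate alone reaching that limit, limit read from the data, passing the limit was not always enough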;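 also: myotubes were challenged with 10 µM simvastatin during compound exposure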
# Cneo AK release: causes C. neoformans cell lysis; lysis activity, % at 15 µM; adenylate kinase release luminescence, 4 h; normalised: neutral wells 0, clomiphene wells 100; 360,000 compounds, 0.2% hits; AID 651654;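 active = mean lysis activity across replicates of at least 80%, whatever share of replicates individually reach that level; inactive = mean lysis activity below 80%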
#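 Material – Cryptococcus neoformans yeast cells · Quantity – 5 × 10^6 yeast cells/mL · Buffer or medium – YPD medium · Compound – single dose · Timing – 4 h static compound exposure, 37 °C, read 1 h post-reagent · Signal – adenylate kinase release luminescence · Read-out basis – lysis from increased AK signal · Benchmarks – Clomiphene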
# SIRT5 block: blocks human SIRT5 desuccinylation of peptide; Q9NXA8; Purified SirT5, succinyl-peptide AMC, trypsin-coupled fluorescence; inhibition, % at 15 µM; 330,000 compounds, 1.1% hits; in the data active = inhibition above about 15%
# Target sequence (Q9NXA8 whole entry, looked up): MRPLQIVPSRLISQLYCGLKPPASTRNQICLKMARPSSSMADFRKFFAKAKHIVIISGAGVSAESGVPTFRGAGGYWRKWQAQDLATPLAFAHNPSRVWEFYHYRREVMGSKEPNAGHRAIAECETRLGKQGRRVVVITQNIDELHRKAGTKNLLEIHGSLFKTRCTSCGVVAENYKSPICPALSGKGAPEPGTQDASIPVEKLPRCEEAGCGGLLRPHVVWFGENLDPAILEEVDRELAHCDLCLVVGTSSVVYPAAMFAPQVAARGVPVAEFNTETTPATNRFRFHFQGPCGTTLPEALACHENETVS
# ARNT TACC3 PPI: ARNT/TACC3 interaction disruption; Q9Y6A5; AlphaScreen His-ARNT PAS-B/GST-TACC3 binding, luminescence; TACC3 fragment carries E629A point mutation; inhibition, % at 9.99 µM; 390,000 compounds, 0.66% hits; AID 623870;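 active = mean inhibition of replicates at least 50% and at least half of replicates each reaching 50%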;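 also: 0% = complete ARNT plus TACC3 wells and 100% = ARNT alone without TACC3; many hits fall short of the cut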
# miR122 inh: miR-122 inhibition in Huh7 cells; 340,000 compounds, 0.3% hits; Huh7 miR-122 Renilla luciferase sensor, 48 h; neutral wells = 0, positive control = 100; activation (reporter increase), % at 12.5 µM;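 active = mean replicate activation score at least 90 and every replicate individually at or above 90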;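 also: higher luciferase means less miR-122 activity so hits act as miR-122 inhibitors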
# ERp5 block: inhibitors of human ERp5; Q15084; ERp5 insulin aggregation, absorbance 650 nm, 90 min; inhibition, % at 9.99 µM; 350,000 compounds, 0.05% hits;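 active = mean replicate inhibition above about 25%, with every replicate also reaching it, limit read from the data, passing the limit was not always enough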
# Target sequence (Q15084 whole entry, looked up): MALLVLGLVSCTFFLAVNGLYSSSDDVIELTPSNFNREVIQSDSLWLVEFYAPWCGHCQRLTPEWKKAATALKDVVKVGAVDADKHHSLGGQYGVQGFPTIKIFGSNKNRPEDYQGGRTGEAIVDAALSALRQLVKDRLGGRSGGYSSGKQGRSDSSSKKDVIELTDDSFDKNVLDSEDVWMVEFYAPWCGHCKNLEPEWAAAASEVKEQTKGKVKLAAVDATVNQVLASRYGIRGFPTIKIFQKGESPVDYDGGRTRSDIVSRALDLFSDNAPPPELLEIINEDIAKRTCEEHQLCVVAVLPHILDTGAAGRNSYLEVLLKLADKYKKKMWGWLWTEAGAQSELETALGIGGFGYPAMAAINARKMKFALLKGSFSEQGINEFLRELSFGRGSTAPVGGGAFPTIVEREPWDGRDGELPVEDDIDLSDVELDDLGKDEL
# The depositor's hits bear a star; nt = not tested or not shown; [ ] = dose if it differs, or a comment.
SMILES,esBAF inh,C2C12 statin,Cneo AK release,SIRT5 block,ARNT TACC3 PPI,miR122 inh,ERp5 block
Cc1ccc(S(=O)(=O)N2C[C@H]3n4c(=O)ccc(=O)n4C[C@H](OC(=O)NCc4ccccc4F)[C@@]3(O)C2)cc1,0.8,-13.9,7.0,-3.8,nt,-18.7,5.7
COc1ccc(C(=O)O/N=C(\N)c2ccccc2)cc1,-21.8,1.5,-3.9,-9.0,2.8,0.4,4.4
C[C@@H]1CCCCO[C@@H](CN(C)S(=O)(=O)c2ccc(F)cc2)[C@H](C)CN([C@H](C)CO)C(=O)c2cc(NS(=O)(=O)c3ccc(F)cc3)ccc2O1,1.8,nt,-14.4,nt,-13.8,-5.2[16.7 µM],nt
NC(=O)CC(NC(=O)Cc1ccc(Br)cc1)c1ccc(NCC2CC2)c([N+](=O)[O-])c1 (configuration not stated),-9.0,-0.6,-6.4,nt,-3.7,-0.2,1.8
CC(C)C#Cc1ccc2c(c1)O[C@H](CN(C)Cc1ccncc1)[C@@H](C)CN([C@H](C)CO)S2(=O)=O,-2.3,-108.7,-5.0,2.8,1.8,32.2[16.7 µM],7.6
COc1cc(/C=C(\NC(C)=O)C(=O)N2CCCCC2)ccc1OC(C)=O,-0.1,2.5,0.4,-0.5,-0.5,-3.6,2.3
O=C(O)c1ccc(COCC(F)(F)F)cc1,-2.0,0.7,0.0,nt,4.7,-14.7,nt
Cc1ccc(-c2csc(NC(=O)Cc3ccc(F)cc3)n2)o1,21.6,3.9,-2.0,3.3,1.9,6.2,4.5
O=C(CSc1nc(O)cc(=O)[nH]1)N1c2ccccc2Sc2ccccc21,nt,nt,-5.2,0.9,nt,-5.8,1.0
C[C@@H]1CN([C@@H](C)CO)C(=O)c2cc(NC(=O)CCN3CCOCC3)ccc2O[C@H]1CN(C)Cc1ccc(C(=O)Nc2ccccc2N)cc1,-1.0,54.0,-0.9,nt,7.1,-5.4[16.7 µM],2.4
COc1cc(C2CC(=O)C=C(O)C2)cc(OC)c1OC (configuration not stated),-8.1,-6.0,-3.0,nt,29.5,-2.6,nt
COc1ccc(Cl)cc1NS(=O)(=O)c1ccc2c(c1)NC(=O)CCS2,-0.9,7.4,0.0,-2.0,-1.3,23.7,-3.1
O=C(C[C@@H]1C[C@@H]2c3cc(NC(=O)c4ccc5c(c4)OCO5)ccc3O[C@@H]2[C@@H](CO)O1)NCc1cccc(F)c1,11.9,19.0,-16.4,-4.2,-4.0,-2.7[16.7 µM],-4.4
O=C1CC(/C=C/c2ccc([N+](=O)[O-])cc2)=Nc2ccccc2N1,nt,nt,0.3,-6.9,-13.5,-0.3,-4.7
C[C@@H]1CN([C@H](C)CO)C(=O)c2cccc(NS(C)(=O)=O)c2O[C@@H]1CN(C)C,1.7,-2.4,-2.9,-2.4,-4.1,-1.6[16.7 µM],-0.4
CC(OC(=O)CN1C(=O)c2ccccc2C1=O)C(=O)NC1CCCCC1C (configuration not stated),-5.7,-2.8,-2.0,-4.7,4.7,-1.0,4.9
CCOC(=O)c1ccc2[nH]c3c(c2c1)CCCCC3=O,32.8,-31.1,0.9,-3.0,-0.1,-10.8,-1.4
COc1ccc(CN(C)C[C@@H]2Oc3ccc(NC(=O)Nc4ccc(F)cc4)cc3C(=O)N([C@H](C)CO)C[C@H]2C)cc1,-1.8,4.5,1.2,-2.2,-20.7,-2.5[16.7 µM],-6.7
COc1ccc(C2NN=C(c3c[nH]c4ccccc34)C2O)cc1 (configuration not stated),12.3,11.8,-1.5,-1.2,-5.2,2.3,2.5
S=C1NC2=C(CCC/C2=C\c2ccc(Cl)cc2)C(c2ccc(Cl)cc2)N1 (configuration not stated),nt,nt,3.2,-1.9,-1.8,nt,-1.8
C[C@H](CO)N1C[C@H](C)[C@H](CN(C)Cc2ccc(C(=O)Nc3ccccc3N)cc2)Oc2c(NC(=O)C3CC3)cccc2C1=O,-11.8,7.0,-0.9,8.5,-4.0,12.0[16.7 µM],0.3
O=C(C[C@@H]1C[C@H]2c3cc(NC(=O)c4ccc5c(c4)OCO5)ccc3O[C@H]2[C@@H](CO)O1)NCC1CC1,2.8,-3.2,10.5,-2.4,-22.6,-0.1[16.7 µM],-5.1
CCn1c(SCC(=O)N2CCN(c3ccc(F)cc3)CC2)nc2ccccc2c1=O,-7.2,-5.8,-5.2,nt,29.7,0.2,nt
Cc1nc(CN(C)C(=O)CC2C(=O)NCCN2Cc2ccc(F)cc2)cs1 (configuration not stated),nt,nt,0.5,-1.5,3.4,4.4,6.2
CSc1nc(C)cc(Oc2ccccc2)n1,nt,nt,nt,-2.1,-1.3,1.9,6.2

# Some of these compounds in order of molecular weight, low to high:
SMILES,esBAF inh,C2C12 statin,Cneo AK release,SIRT5 block,ARNT TACC3 PPI,miR122 inh,ERp5 block
O=C(CSc1nc(O)cc(=O)[nH]1)N1c2ccccc2Sc2ccccc21,nt,nt,-5.2,0.9,nt,-5.8,1.0
Cc1nc(CN(C)C(=O)CC2C(=O)NCCN2Cc2ccc(F)cc2)cs1 (configuration not stated),nt,nt,0.5,-1.5,3.4,4.4,6.2
COc1ccc(CN(C)C[C@@H]2Oc3ccc(NC(=O)Nc4ccc(F)cc4)cc3C(=O)N([C@H](C)CO)C[C@H]2C)cc1,-1.8,4.5,1.2,-2.2,-20.7,-2.5[16.7 µM],-6.7

# (further entries)
SMILES,esBAF inh,C2C12 statin,Cneo AK release,SIRT5 block,ARNT TACC3 PPI,miR122 inh,ERp5 block
CC(C)Cc1cc(C(=O)O)c2ccccc2n1,-3.6,-21.6,nt,nt,8.5,-5.7,nt
CCOC(=O)N1CCN(S(=O)(=O)c2ccc3c(c2)CCN3C(=O)C2CC2)CC1,-0.1,-6.7,-1.4,nt,-16.5,-8.4,nt
Cc1ccc(CNC(=O)C(NS(=O)(=O)c2cccc3nsnc23)C(C)C)cc1 (configuration not stated),0.1,8.0,-0.6,2.1,0.8,0.6,1.1
CC(=O)Nc1ccc(NC(=O)Cc2ccc(S(=O)(=O)N3CCCCC3)cc2)cc1,-5.5,-10.5,-0.2,-2.5,-4.4,-1.0,-4.9
COc1ccccc1CNC(=O)Cn1cc(Br)ccc1=O,4.7,8.1,-2.8,-2.1,-10.8,nt,-3.0
CCOc1nc2c(c(=O)n(C)c(=O)n2C)n1Cc1ccccc1Cl,-13.0,0.8,-0.6,nt,-7.8,-1.0,nt
CC(O)[C@H]1CNC(=O)C(=O)N1CC(C)(C)C (some centres not stated),0.1,18.9,-1.0,-2.5,1.6,-6.0,-2.1
CC1=C(c2ccccc2)CCC1=O,-11.7,6.8,-0.9,nt,-2.7,6.8,10.9
COc1cccc(Oc2cnc(N)nc2-c2ccc(OC)cc2O)c1,-13.3,-27.3,-1.8,nt,9.2,76.9,nt
Nc1scc(-c2ccncc2)c1Cl,47.9*,5.1,-1.1,nt,-1.4,-0.6,nt
COc1ccc(CN(C)C[C@H]2Oc3ccc(NC(=O)Nc4ccc(OC)cc4)cc3CC(=O)N([C@@H](C)CO)C[C@H]2C)cc1,-0.7,-13.8,7.8,10.7,-4.7,-8.8[16.7 µM],-0.5
CC(=O)O[C@@H]1[C@H](OC(=O)CC(C)C)c2c(ccc3ccc(=O)oc23)OC1(C)C,2.6,13.6,-2.0,8.0,4.2,-9.5,1.9
N#CC1=C(N)N=C(SCc2cccc3ccccc23)C(C(N)=O)C12CCCCC2 (configuration not stated),20.5,25.2,2.2,nt,8.0,-0.2,nt
C=CCc1cc(OC)ccc1OCCCCn1cncn1,-5.0,12.2,2.2,2.6,-4.0,8.2,-1.9
Cc1ccc(S(=O)(=O)N(C)C[C@@H]2Oc3ccc(NC(=O)CCC(F)(F)F)cc3C(=O)N([C@@H](C)CO)C[C@H]2C)cc1,-2.6,14.9,2.7,5.8,0.7,4.1[16.7 µM],2.5
Cc1cccc2sc(NC(=O)c3cccc(S(=O)(=O)N4CCc5ccccc54)c3)nc12,-2.2,-13.2,nt,nt,-1.3,-2.1,nt
Cc1nc(SCC(=O)NC2CCCCC2)[nH]c(=O)c1C,0.2,-12.9,nt,-4.6,-13.8,8.6,-4.8
CCOC(=O)[C@H]1[C@H]2COc3ccccc3[C@@H]2N2C(=O)[C@@H](C)NC(=O)[C@@]12C,4.1,-9.1,0.7,nt,-4.8,-4.7,nt
[O-]/[N+](=C/c1ccc(F)cc1)c1ccc(Cl)cc1,nt,16.1,2.1,nt,1.2,8.7,nt
CC(C)CC#Cc1ccc2c(c1)O[C@H](CN(C)C(=O)c1ccccc1F)[C@H](C)CN([C@H](C)CO)S2(=O)=O,-2.8,-51.9,2.7,6.9,-5.4,43.7[16.7 µM],-11.4
COc1ccccc1N1CCN(CC(=O)Nc2nc(C)c(C(=O)N(C)C)s2)CC1,-2.6,7.6,2.0,nt,-3.8,0.9,2.1
CCC(=O)Nc1ccc(NC(=O)c2cccc3c(Br)cccc23)cc1,-2.5,-1.9,-1.8,-2.8,-7.5,-2.6,-1.2
CC(C)NC(=O)NC(=O)COC(=O)c1ccccc1Oc1ccccc1,-1.6,36.8,0.5,9.3,-0.7,-4.5,-10.2
CCCCN1C(=O)C(=O)N(CC(=O)c2cc(C)n(-c3cc(C)on3)c2C)C1=O,3.5,3.2,nt,-0.3,nt,nt,-5.9
O=Cc1ccc2noc(-c3ccc(Cl)cc3)c2c1,27.1,-28.6,6.8,1.4,8.1,2.1,-0.3

# Remaining list, next part:
SMILES,esBAF inh,C2C12 statin,Cneo AK release,SIRT5 block,ARNT TACC3 PPI,miR122 inh,ERp5 block
CCC(=O)Nc1ccc2c(c1)C(=O)N(C)[C@H]1CC[C@H](CC(=O)NCCN3CCCCC3)O[C@H]1CO2,-3.7,-6.4,-0.5,0.5,-17.0,-3.7[16.7 µM],-17.2
C[C@H]1CN([C@@H](C)CO)C(=O)c2cc(-c3ccc(C#N)cc3)cnc2O[C@@H]1CN(C)C(=O)Nc1ccc(C(F)(F)F)cc1,-7.3,-3.4,0.7,19.4*,0.2,-7.1[16.7 µM],2.5
Cc1cccnc1NC(=O)c1ccc(C(=O)c2ccccc2)cc1,nt,-4.3,0.9,-2.0,-4.3,2.5,-2.2
Cc1ccccc1S(=O)(=O)NC(=O)C1(C)CCN1C(=O)CCc1cccs1 (configuration not stated),-6.0,1.0,-1.8,-1.4,nt,2.8,0.3
Cc1oc2c(c1C(=O)NCc1ccccc1)CCCC2,-6.3,3.6,nt,nt,1.6,-2.3,nt
CC(C)NC(=O)NC(=O)COC(=O)c1ccc(S(=O)(=O)NCc2ccco2)cc1,-7.1,-2.2,-2.1,-5.7,-4.8,-8.1,2.7
Cc1cccc(OCCCC(=O)Nc2nc3ccccc3[nH]2)c1,nt,nt,nt,0.8,-0.5,nt,-1.3
Cc1cccnc1NC(=O)c1ccccc1-c1ccccc1C(=O)Nc1ncccc1C,nt,nt,-1.5,nt,-10.4,-1.5,nt
CCCCOn1c(C)c(C(C)=O)c2c3no[n+]([O-])c3ccc21,-13.9,nt,-7.1,-4.4,-1.1,nt,3.4
Cc1cccc(N/C(N)=N/c2nc3c(c(=O)[nH]2)CCCC3)c1,4.8,-3.6,-0.3,nt,-4.8,-16.2,nt
COc1cc(Cl)c(S(=O)(=O)NCc2cccnc2)cc1Cl,2.9,1.9,-0.2,8.5,-3.7,nt,-1.2
Cc1nnc(C)n1/N=C/c1cccnc1,-4.1,26.5,-0.2,nt,6.4,-9.8,nt
COc1cccc(NC(=O)Nc2ccc3c(c2)C(=O)N(C)C[C@H](OC)[C@H](C)CN(CC2CC2)[C@H](C)CO3)c1,0.8,8.7,50.2,0.1,28.4,nt,3.7
CCOc1ccc(CCN2C(=S)N([C@@H](CC(C)C)CN3CCCC3CN3C(=S)NC[C@@H]3CC(C)C)C[C@@H]2Cc2ccccc2)cc1 (some centres not stated),0.9,-6.0,7.8,-2.7,-3.9,-1.1,1.6
CCOC(=O)N1CCN(C(=O)c2ccc(N(C)S(C)(=O)=O)cc2)CC1,1.1,-3.5,-0.1,nt,-4.4,-1.0,nt
CCN(Cc1ccc(OC)c(F)c1)C(C)C(=O)Nc1ccc(S(=O)(=O)N2CCCC2)cc1 (configuration not stated),-2.2,-7.4,nt,-4.2,nt,nt,-0.4
CC1CCCN(S(=O)(=O)c2cc3c4c(c2)CCN4C(=O)CC3)C1 (configuration not stated),nt,1.5,-0.7,-2.5,8.3,-1.6,-0.7
CCCn1ncc(OC)c(Cl)c1=O,0.1,10.7,nt,nt,-0.8,-0.6,nt

# Source: PubChem
